# Phagocyt inh – inhibitors of macrophage phagocytosis, primary screen, imaging, J774A.1 cells, IgG beads | AID 1029, 2008 | hit rate 0.07% among 110,000 | inhibition, % at 5 µM | J774A.1 macrophage IgG-bead phagocytosis;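 active means inhibition above the mean of the plate negative controls plus 5 SD, cut at about 13% in these data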;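 further: phagocytic index as fraction of beads internalized from green versus red external bead signal; plate controls were DMSO negative control for no effect and cytochalasin-D positive control for full effect; some results beyond the cut were filed as inactive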
# Yeast life ext – compounds extending yeast replicative lifespan, primary screen, S. cerevisiae, OD615 | inhibition of the nicotinamide effect, % at 10 µM | hit rate 0.68% among 130,000 | AID 775, 2007 | S. cerevisiae growth with nicotinamide; deaD strain in restrictive glucose medium;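 active means inhibition above a set limit, placed 3 SD over the median of all compounds, cut at about 26% in these data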;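 further: 0% = nicotinamide-treated wells and 100% = cells grown without nicotinamide; some compounds called inactive have numbers as strong as hits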
#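 Measured by: optical density (absorbance) at 615 nm; System: modified budding yeast, DeaD strain; Medium: restrictive CSMM-D dextrose medium; Timing: 4 h preincubation then 48 h treatment at 30 °C.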
# MRP-1 activ – H69AR viability gain despite doxorubicin, primary screen, MRP-1 activator project, H69AR cells, CellTiter-Glo | viability rescue | viability increase, % at 10 µM | hit rate 0.61% among 140,000 | AID 799, 2007;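 active means viability gain under doxorubicin at or above a set limit, the compound median plus 3 SD, cut at about 4.7% in these data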;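 further: MRP-1 overexpressing cells given doxorubicin 25 µM after compound pretreatment; 18-22 h compound pretreatment then 72 h with doxorubicin before readout; 0% = doxorubicin-only wells and 100% = vehicle-treated cells without doxorubicin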
# BB579 growth dn – growth inhibitors of yeast BB579 in restrictive medium, primary screen, yeast lifespan-shortening project, S. cerevisiae | hit rate 0.51% among 140,000 | AID 804, 2007 | OD615, 48 h | inhibition, % at 10 µM;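 active means inhibition above a set limit, 3 SD over the mean compound inhibition, cut at about 44% in these data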; further: inactives centre near -24
#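 Detection: OD615 turbidity measurement; Material: Saccharomyces cerevisiae DeaD strain BB579, replicative lifespan model yeast; Timing: 48 h exposure, 30 °C; Doses: single 10 µM dose; Medium: CSMM-D restrictive synthetic medium containing dextrose (glucose); Controls: amphotericin B at 10 µg/mL as positive control.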
# bCat KO growth – primary screen for growth suppressors in beta-catenin knockout HCT116 cells (colon tumor, human) | HCT116 beta-catenin knockout viability, CellTiter-Glo, 60 h; stronger effect = lower value | viability, % at 10 µM | hit rate 1.5% among 140,000;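 active means viability at or under a set limit, the compound median less 4 SD, cut at about 6% in these data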;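 further: 0% = Hyamine 1622 control at 20 µM and 100% = untreated cell control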
# E-sel TNF inh – E-selectin induction blockers in HUVEC – imaging, immunofluorescence, high content, primary screen. inhibition, % at 2 µM. hit rate 0.71% among 120,000. HUVEC TNFa-induced E-selectin immunofluorescence;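 active means inhibition above the batch mean plus 3 SD, and confirmed as a hit on visual image review, cut at about 43% in these data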;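 further: 0% = TNF-stimulated DMSO wells and 100% = unstimulated control wells; not every result past the cut was called active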
# Measles CPE – compounds protecting cells from measles virus cytopathic effect, primary screen, measles RdRp inhibitor project, single point, MLSMR library, absorbance; Measles virus-infected cells, CPE protection; protection (pct of control), % at 4 µM; hit rate 1.5% among 140,000; AID 841, 2007; in the data active means protection mostly above about 24%, no sharp cut-off; inactive means mostly below about 26%; further: some compounds called inactive have numbers as strong as hits
# GALR2 antag – GALR2 antagonists in receptor-expressing cells, primary screen | Galanin receptor type 2 (Homo sapiens), O43603 | antagonist mode | inhibition, % at 4 µM | hit rate 0.39% among 140,000 | AID 828, 2007; in the data active means inhibition above about 27%;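 further: cells stimulated with galanin 1-16 at roughly its EC80; 0% = agonist challenge control and 100% = basal control without agonist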
# Target sequence (O43603 whole entry, looked up): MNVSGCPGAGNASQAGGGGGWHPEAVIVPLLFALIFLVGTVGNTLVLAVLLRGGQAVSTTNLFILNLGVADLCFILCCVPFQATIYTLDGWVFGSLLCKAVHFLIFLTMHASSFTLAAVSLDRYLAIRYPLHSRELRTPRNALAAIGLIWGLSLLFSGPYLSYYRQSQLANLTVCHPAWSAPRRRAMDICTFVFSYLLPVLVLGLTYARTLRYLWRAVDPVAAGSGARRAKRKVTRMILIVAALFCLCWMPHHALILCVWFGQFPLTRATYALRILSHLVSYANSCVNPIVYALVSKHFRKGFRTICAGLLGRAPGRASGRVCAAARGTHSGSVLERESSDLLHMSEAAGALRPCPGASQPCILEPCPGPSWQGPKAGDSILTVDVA
# HCT116 PTEN-null – growth suppression of PTEN-null HCT116, primary screen, cell-based, CellTiter-Glo; HCT116 PTEN-null viability, 60 h; stronger effect = lower value; viability, % at 10 µM; hit rate 1.2% among 140,000;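 active means viability at or below a set limit, 4 SD under the median of all tested compounds, cut at about 3.7% in these data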;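 further: PTEN knockout HCT116 line with beta catenin targeted HCT116 as companion control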
# NPY-Y2 antag – NPY-Y2 receptor antagonists, primary screen, cell-based. Neuropeptide Y receptor type 2 (Homo sapiens), P49146. NPY-Y2 expressing cells, antagonist mode. inhibition, % at 2.7 µM. hit rate 0.99% among 140,000; in the data active means inhibition above about 17%;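 further: 0% = vehicle with agonist challenge and 100% = reference antagonist with challenge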
# Target sequence (P49146 whole entry, looked up): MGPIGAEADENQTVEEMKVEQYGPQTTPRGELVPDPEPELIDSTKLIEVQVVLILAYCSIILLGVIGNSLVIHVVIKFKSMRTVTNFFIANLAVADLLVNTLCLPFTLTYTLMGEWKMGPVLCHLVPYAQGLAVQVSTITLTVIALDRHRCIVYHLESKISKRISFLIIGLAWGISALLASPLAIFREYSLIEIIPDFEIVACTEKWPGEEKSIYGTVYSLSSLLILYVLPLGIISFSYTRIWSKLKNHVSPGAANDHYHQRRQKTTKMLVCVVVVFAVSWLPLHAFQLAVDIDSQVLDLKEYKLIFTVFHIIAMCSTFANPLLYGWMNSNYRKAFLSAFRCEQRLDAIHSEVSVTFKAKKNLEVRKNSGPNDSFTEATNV
# * hit, by the source's call; . = no result given. The order is random; 6.1% or so of the library scored in one or more.
SMILES,Phagocyt inh,Yeast life ext,MRP-1 activ,BB579 growth dn,bCat KO growth,E-sel TNF inh,Measles CPE,GALR2 antag,HCT116 PTEN-null,NPY-Y2 antag
CCNc1nc(NC(C)C)nc(SCCOc2ccc(C)cc2)n1,-5,-24,1.5,-51,78,-24,8,2,85,5
Cc1cccn2cc(CNc3ccccc3)nc12,0,-13,-0.1,-26,97,-9,10,1,106,2
COc1ccc(C(=O)OCCNC(=O)c2ccncc2)cc1OC,-17,-4,1.0,-11,91,4,8,-1,100,2
COc1ccccc1-c1noc(-c2ccccc2C(=O)N2CCOCC2)n1,0,-4,-1.1,-43,101,25,.,2,115,2
Cc1nn(CC(=O)Nc2ccc(C(=O)N3CCCC3)cc2)c(=O)c2ccccc12,-1,-14,-2.4,-24,92,-14,22,14,101,2
COc1nc(NCC(C)C)nc(Oc2ccc(=O)n(-c3ccccc3)n2)n1,0,-7,-0.6,-64,90,.,20,-10,85,1
Cn1c(C(C#N)C2=C(Cl)C(=O)N(c3ccccc3)C2=O)nc2ccccc21 (stereo unspecified),1,8,-1.4,-86,96,.,10,-6,75,-7
CCOC(=O)C(NC(C)=O)(Nc1ccc(S(N)(=O)=O)cc1)C(F)(F)F (stereo unspecified),1,2,-2.2,-8,88,.,29,-25,84,1
COc1cc(C(O)P(=O)(OC(C)C)OC(C)C)cc(OC)c1OC (stereo unspecified),-2,4,0.6,-13,92,.,11,2,96,1
Cc1ccc(C)c(NC(=S)N2CCC(c3nc4ccccc4s3)CC2)c1,.,-33,-2.4,-18,86,.,7,11,102,4
Cc1cc(C)n(Cc2ccc(NC(=O)c3nn(C)cc3[N+](=O)[O-])cc2)n1,.,-11,-0.1,-20,5.3*,-13,14,7,1.8*,-3
O=C(NC(=S)Nc1ccccc1N1CCCC1)c1ccc(-c2cccc([N+](=O)[O-])c2)o1,-1,-13,-1.8,-25,87,-12,4,3,81,-1
CCCCn1c(N(CCOC(C)=O)C(C)=O)nc2ccccc21,.,-8,-2.5,-23,88,-30,16,-7,83,2
COC(c1ccccc1)c1c(-c2ccccc2)nn(C)c1Cl (stereo unspecified),-1,-4,-2.6,-54,78,.,8,-11,72,0
COC(=O)c1ccc2nc(NC(=O)CSCC(=O)OCC(=O)c3ccccc3)sc2c1,-11,1,-0.3,-45,84,1,14,8,96,1
Cc1ccc(C(=O)NC2(C(F)(F)F)NC(=O)N(c3ccc(Cl)cc3)C2=O)cc1 (stereo unspecified),.,3,-1.9,-43,96,.,2,-7,90,6
Cc1cc(N2CCC(C)CC2)c(F)cc1[N+](=O)[O-],1,-6,0.0,-13,101,0,17,2,83,1
Cc1cc2nnc(SC3CCOC3=O)n2c2ccccc12 (stereo unspecified),-2,-14,0.0,-30,92,-50,13,6,102,4
COc1ccc(C(=O)Nn2c(SCC(=O)NC3CCCCC3)nc3ccccc3c2=O)cc1,1,-8,0.3,-25,84,8,4,-4,83,10
COC(=O)c1ccc(N2C(=O)CC(N3CCN(C(=O)c4ccco4)CC3)C2=O)cc1 (stereo unspecified),-1,-9,-1.3,-78,99,-12,.,-3,96,2
Nc1nc(-c2cccnc2)nn1C(=O)c1ccco1,3,-3,0.1,-9,101,8,11,-4,100,1
COc1ccc(-n2cccc2C=O)cc1OC,.,-10,-1.9,0,97,15,8,-9,95,-2
Cc1cccc(C)c1Nc1nnc(SC/C(O)=C(\C#N)c2nc3ccccc3[nH]2)s1,2,0,-1.8,-18,95,-16,4,8,93,9
O=C(Cn1cnc2ccccc2c1=O)N1CCN(Cc2ccc3c(c2)OCO3)CC1,0,-9,-0.7,-45,93,-21,20,-9,97,2
CCOc1ccc(NC2=C(Cl)C(=O)N(Cc3ccccc3)C2=O)cc1,-2,-2,-5.8,-11,77,34,13,10,77,1
Cc1cc(C)n2c(SCc3ccc(Cl)cc3Cl)nnc2n1,4,-6,-0.6,-12,91,-10,7,1,91,2
CSc1cccc(NC(=O)CSc2ccc(C)cc2)c1,.,-13,0.3,-47,100,3,2,-6,110,4
COc1ccc2[nH]c(=O)c(CN(Cc3cccnc3)C(=O)Nc3ccccc3)cc2c1,-2,-21,-1.4,-43,82,-24,8,13,67,7
CC(C)SCc1nc2ccccc2[nH]1,-1,7,-2.1,-1,95,.,21,0,100,-2
CC(=O)Nc1ccc2c(c1)nc(CN1CCCC1)n2C,4,-8,0.5,-46,93,-4,1,6,100,0
CN(C)C(=O)Nc1ccc(F)cc1F,-1,-15,0.0,-6,92,4,6,3,105,-2
COc1ccc(OC)c(CN(CCN2CCOCC2)C(=O)Nc2cccc(Cl)c2)c1,-5,-1,-2.1,3,93,-5,4,9,87,3
Brc1cccc(-c2nnc(SCc3ccon3)n2-c2ccccc2)c1,0,4,-3.8,-44,82,9,25,-2,75,3
CC(C)CNc1nc(Oc2ccc(=O)[nH]n2)nc(N(C)C)n1,0,-6,-0.8,-41,90,2,2,0,98,4
C/C=C/c1ccc(OCCN2C(=O)NC(C)(C)C2=O)c(OC)c1,0,-4,-0.7,-3,100,11,17,16,91,-1
Cc1ccc(C2C3=C(CC(C)(C)CC3=O)NC3=C2C(=O)c2ccccc23)cc1 (stereo unspecified),-2,1,-1.6,-27,81,-11,3,-9,73,7
CCN(CC)S(=O)(=O)c1cc(NS(=O)(=O)c2cccc(Cl)c2Cl)ccc1C,3,20,-2.4,-25,90,.,7,16,89,2
O=C(Cn1cnnn1)OCC(=O)c1ccc(Cl)s1,3,-11,0.6,-22,96,-35,3,-4,86,-1
O=C(NCc1ccccc1)N(Cc1cc2cc3c(cc2[nH]c1=O)OCCO3)CC1CCCO1 (stereo unspecified),1,-8,-1.5,-57,90,-2,13,10,88,6
COc1ccc(OC)c(NC(=O)CCn2cccc2)c1,1,-6,0.1,4,101,.,14,-18,103,0
O=C(COC(=O)CCCN1C(=O)c2ccccc2C1=O)Nc1cc(Cl)cc(Cl)c1,-2,2,-2.2,-30,97,-7,5,1,90,4
CCOc1ccc(/C(CC)=N/NC(=O)C2(C)CC2(Br)Br)cc1 (stereo unspecified),-3,0,0.5,-16,83,.,19,3,79,3
CCc1noc(C)c1C(=O)Nc1sc(C(=O)N(C)C)c(C)c1C(=O)OC,0,-14,-2.1,-60,93,-14,4,-8,87,0
O=C(CSc1nnnn1C1CCCCC1)NCc1ccccc1,-1,0,0.1,-78,91,-18,26,-7,88,1
CCOc1ccc(NC(=O)Nc2ccc3c(c2)N(C)C(=O)CS3)cc1,2,-5,-0.1,-40,91,-17,41*,1,98,1
OCC1N=C(c2ccccn2)OC1c1ccccc1 (stereo unspecified),.,4,1.8,-54,97,.,29,-1,104,3
Cc1nc2ccc(S(=O)(=O)NCC(=O)N3CCCC(C)C3)cc2s1 (stereo unspecified),-1,-2,1.2,-25,97,.,17,-16,108,0
Cc1ccc2c(N)c(C(=O)N(c3ccccc3)c3ccccc3)sc2n1,.,.,-2.4,-7,94,-43,3,6,91,0
Cc1sc(NC(=O)CSc2nnc(-c3ccc(F)cc3)o2)c(C#N)c1C,0,-8,-0.1,-56,94,.,27,-8,97,4
CCN(CC)c1ccc(NC(=O)c2ccc(Br)o2)cc1,.,-8,0.7,-27,98,-48,6,13,99,1
O=C(CSc1nnc(-c2ccc(Cl)cc2)n1-c1ccc(Cl)cc1)N/N=C/c1ccco1,-5,3,-0.7,-12,79,.,4,-2,83,12
COc1ccc(C(=O)COC(=O)CCN2C(=O)C3C4CC(C(Br)C4Br)C3C2=O)cc1 (stereo unspecified),-1,-2,-0.5,-49,89,19,.,5,95,2
C/C(=N\N=C\c1ccc(N(C)C)cc1)c1cccc([N+](=O)[O-])c1,-2,5,2.7,-42,88,.,10,11,94,8
CCOC(=O)c1nn(-c2ccc(OCC)cc2)c2nc(CC(C)C)c(C#N)c(=O)n12,.,.,-4.1,-45,95,22,3,6,82,4
C[C@H](NC(=O)OC(C)(C)C)c1nnc(SCC(=O)c2ccc(Cl)cc2)o1,0,-2,-2.2,-15,80,8,12,1,75,2
Cn1c(Cn2c(=O)sc3ccccc32)nnc1SCc1cccnc1,0,-2,-0.1,-23,94,.,6,0,99,1

# Given with bars between the fields: entries from further up
compound | Phagocyt inh | Yeast life ext | MRP-1 activ | BB579 growth dn | bCat KO growth | E-sel TNF inh | Measles CPE | GALR2 antag | HCT116 PTEN-null | NPY-Y2 antag
CCOc1ccc(NC(=O)Nc2ccc3c(c2)N(C)C(=O)CS3)cc1 | 2 | -5 | -0.1 | -40 | 91 | -17 | 41* | 1 | 98 | 1
OCC1N=C(c2ccccn2)OC1c1ccccc1 (stereo unspecified) | . | 4 | 1.8 | -54 | 97 | . | 29 | -1 | 104 | 3
Cc1nc2ccc(S(=O)(=O)NCC(=O)N3CCCC(C)C3)cc2s1 (stereo unspecified) | -1 | -2 | 1.2 | -25 | 97 | . | 17 | -16 | 108 | 0
Cc1ccc2c(N)c(C(=O)N(c3ccccc3)c3ccccc3)sc2n1 | . | . | -2.4 | -7 | 94 | -43 | 3 | 6 | 91 | 0
Cc1sc(NC(=O)CSc2nnc(-c3ccc(F)cc3)o2)c(C#N)c1C | 0 | -8 | -0.1 | -56 | 94 | . | 27 | -8 | 97 | 4
CCN(CC)c1ccc(NC(=O)c2ccc(Br)o2)cc1 | . | -8 | 0.7 | -27 | 98 | -48 | 6 | 13 | 99 | 1
O=C(CSc1nnc(-c2ccc(Cl)cc2)n1-c1ccc(Cl)cc1)N/N=C/c1ccco1 | -5 | 3 | -0.7 | -12 | 79 | . | 4 | -2 | 83 | 12
COc1ccc(C(=O)COC(=O)CCN2C(=O)C3C4CC(C(Br)C4Br)C3C2=O)cc1 (stereo unspecified) | -1 | -2 | -0.5 | -49 | 89 | 19 | . | 5 | 95 | 2
C/C(=N\N=C\c1ccc(N(C)C)cc1)c1cccc([N+](=O)[O-])c1 | -2 | 5 | 2.7 | -42 | 88 | . | 10 | 11 | 94 | 8

# High-throughput results deposited in PubChem by several laboratories.
